Assay outcomes deposited in PubChem by several laboratories.
AGP1-GFP MLPCN: modulators of TOR pathway AGP1-GFP in S. cerevisiae | hit rate 0.02% among 320,000 | S. cerevisiae AGP1-GFP multiplex flow cytometry, 3 h; GFP as percent of DMSO wells | GFP response vs DMSO, % at 10 µM;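 active means GFP response relative to DMSO above a set limit, near screen average plus 3 SD, cut at about 150% in these data; inconclusive means fewer than 70 cells counted for the yeast strain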;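 further: median GFP channel fluorescence of the gated AGP1 strain per well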
RPL19A-GFP yeast: modulators of TOR pathway RPL19A-GFP in S. cerevisiae; S. cerevisiae RPL19A-GFP strain, flow cytometry, 3 h; hits give low values; percent response vs DMSO, % at 10 µM; hit rate 0.3% among 330,000;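 active means percent response vs DMSO below 50%; inconclusive means fewer than 70 events counted for the yeast strain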;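 further: median channel GFP fluorescence of the barcoded RPL19A-GFP strain; ratio of sample median GFP to plate DMSO average so 100% = DMSO; lower means less RPL19A-GFP as with rapamycin TOR inhibition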
AHR act: activators of human aryl hydrocarbon receptor; P35869; AHR-responsive luciferase reporter cells, luminescence; activation, % at 5 µM; hit rate 2.5% among 320,000; AID 2796; in the data active means activation above about 47%;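 further: 0% = vehicle wells and 100% = reference agonist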
procasp3 activ: procaspase-3 (human) activation | activation, % at 8.5 µM | recombinant procaspase-3 D3A, Ac-DEVD-pNA absorbance 405 nm | AID 463141 | P42574 | hit rate 0.11% among 330,000;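 active means activation above the mean of all tested compounds plus 3 SD, cut at about 21% in these data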;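 further: 0% = DMSO alone and 100% = DMSO wells spiked with extra 5 µM PC-3 D3A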
Target sequence (P42574 whole entry D9A/D28A/D175A): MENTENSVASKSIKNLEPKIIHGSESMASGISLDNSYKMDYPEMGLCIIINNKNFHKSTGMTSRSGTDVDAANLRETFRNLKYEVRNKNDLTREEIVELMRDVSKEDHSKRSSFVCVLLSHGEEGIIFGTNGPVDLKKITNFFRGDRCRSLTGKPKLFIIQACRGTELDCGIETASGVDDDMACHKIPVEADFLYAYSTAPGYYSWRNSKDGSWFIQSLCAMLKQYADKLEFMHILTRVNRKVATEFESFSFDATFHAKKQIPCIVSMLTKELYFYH
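Test system: Procaspase-3 D3A mutant, all three cleavage aspartates alanine | Dosing: Single dose, 8.5 µM nominal compound, 0.8% DMSO | Schedule: 1 h preincubation, 2 h reaction | Technique: 405 nm absorbance of p-nitroaniline, reads at 0 and 120 min | Repeats: One well per compound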
CIT2 TOR yeast: modulators of TOR pathway CIT2-GFP in S. cerevisiae; S. cerevisiae CIT2-GFP strain, flow cytometry, 3 h; 100 means same as DMSO wells; GFP response vs DMSO, % at 10 µM; hit rate 0.065% among 320,000; AID 2029;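 active means GFP response relative to DMSO above a set limit, near the screen mean plus 3 SD, cut at about 150% in these data; inconclusive means Fewer than 70 cells measured for a yeast strain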;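 further: ratio of well median GFP fluorescence to mean of DMSO wells on the plate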
LAP4 TOR yeast: yeast TOR pathway LAP4-GFP modulation. hit rate 0.34% among 320,000. S. cerevisiae LAP4-GFP multiplex, flow cytometry GFP, 3 h; median GFP as percent of DMSO wells. AID 2023. GFP response vs DMSO, % at 10 µM;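 active means GFP response vs DMSO above a set limit, about the screen mean plus 3 SD, cut at about 150% in these data; inconclusive means under 70 cell events counted for the yeast strain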
MEP2-GFP yeast: yeast TOR pathway MEP2-GFP modulation | S. cerevisiae MEP2-GFP strain, flow cytometry GFP, 3 h; 100% = DMSO control level | GFP response vs DMSO, % at 10 µM | hit rate 0.51% among 330,000 | AID 2016;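 active means GFP response versus DMSO above a set limit, roughly screen mean plus 3 SD, cut at about 180% in these data; inconclusive means fewer than 70 cells counted for a yeast strain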;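 further: median GFP fluorescence of the barcode-gated MEP2-GFP cells per well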
procasp7 counter: counter-screen: procaspase-7 (human) activation. P55210. recombinant procaspase-7, Ac-DEVD-pNA absorbance 405 nm; D23A/D198A/D206A triple mutant, cannot self-cleave; scale: DMSO 0, 5 µM enzyme 100. activation, % at 8.5 µM. hit rate 0.093% among 330,000. AID 463210;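 active means percent activation above the screen-wide mean plus 3 SD, cut at about 25% in these data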
Target sequence (P55210 whole entry D23A/D198A/D206A): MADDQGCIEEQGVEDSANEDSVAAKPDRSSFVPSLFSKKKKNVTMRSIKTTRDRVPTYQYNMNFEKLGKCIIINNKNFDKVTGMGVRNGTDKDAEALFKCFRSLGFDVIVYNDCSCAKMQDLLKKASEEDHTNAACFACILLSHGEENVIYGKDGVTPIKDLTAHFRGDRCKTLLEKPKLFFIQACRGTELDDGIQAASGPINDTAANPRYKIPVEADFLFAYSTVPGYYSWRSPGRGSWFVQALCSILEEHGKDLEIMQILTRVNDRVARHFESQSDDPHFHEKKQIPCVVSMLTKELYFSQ
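System: Procaspase-7 triple mutant (PC-7 D3A); measure: % activation from two-timepoint absorbance difference, scaled to controls; times: 1 h compound preincubation, 2 h substrate cleavage, 25 °C; also added: Ac-DEVD-pNA substrate, 400 µM as added; measured by: Epi-absorbance of released pNA at 405 nm, two timepoints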
An asterisk follows results filed as active; ? = inconclusive; · = no result given; [ ] = another dose, or the depositor's remark. An unsorted share of the library (roughly 3.5% active in at least one column).

SMILES	AGP1-GFP MLPCN	RPL19A-GFP yeast	AHR act	procasp3 activ	CIT2 TOR yeast	LAP4 TOR yeast	MEP2-GFP yeast	procasp7 counter
CN(C)S(=O)(=O)c1ccc(N2CCCC2)c(C(=O)Nc2ccccc2Br)c1	100	97	1	-13	96	110	119	1
CCCOP(=O)(c1ccc(N(C)C)cc1)C(O)c1ccc(N(C)C)cc1 (configuration not stated)	92	100	0	-2	113	85	103	-13
COc1cccc(NC(=S)Nc2cccnc2)c1	101	97	41	-10	98	101	108	-8
O=C(NNC(=O)C(Cl)Cl)c1cnn(-c2ccccc2)c1C(F)(F)F	114	100	2	0	106	120	100	-6
O=C1CCCCC1Sc1nnc(-c2ccc3c(c2)OCO3)o1 (configuration not stated)	94	96	4	7	96	85	101	0
CC1(C)NC(=O)N(CC(O)CN2C(=O)CCC2=O)C1=O (configuration not stated)	97	95	-1	1	99	96	98	12
Nn1c(SCC(=O)Nc2cccnc2Cl)nnc1-c1ccccc1	95	95	7	-27	89	90	96	-23
CCN(Cc1ccccc1)C(=O)COC(=O)c1cc(Cl)nc(Cl)c1	103	98	-1	9	101	106	102	-10
Cc1cc(C(=O)CSc2nc(N)cc(N)n2)c(C)n1-c1cccc(F)c1	102	100	-1	-8	96	97	105	-3
Cc1ccc2cccc(S(=O)(=O)N3CCN(c4ccccc4F)CC3)c2n1	94	94	5	-1	95	110	101	-8
CNc1nc(C23CC4CC(CC(C4)C2)C3)cs1	94	97	0	4	93	95	88	-1
CC(=O)Oc1c(C)cc(O)c2ccccc12	103	97	14	2	99	94	107	10
CCCN(CCC)CCNC(=O)C1CCN(S(=O)(=O)c2cccc3nsnc23)CC1	107	100	0	2	101	107	100	5
COC(=O)CCC(=O)OC1(C)C(=O)C2=CN(Cc3ccc(OC)cc3)C(c3ccc(OC)cc3)=CC2=C(Br)C1=O (configuration not stated)	102	104	11	1	95	101	104	-11
O=C(CN(c1ccccc1)S(=O)(=O)c1ccccc1)NCCSc1ccccn1	96	94	9	-1	105	97	102	-3
O=C(O)CSc1nnc(-c2ccc(Cl)cc2Cl)n1Cc1ccccc1	100	100	0	4	99	99	106	7
O=C(NCc1cccc(F)c1)C1CCC(=O)N(C2CC2)C1 (configuration not stated)	104	103	0	9	109	99	100	-10
CN(C)CCNc1oc(/C=C/c2ccccc2)nc1C#N	97	97	15	6	98	90	88	-4
CCOC(=O)c1cc(C#N)c(Oc2ccc(F)cc2)nc1-c1ccccc1	77	95	11	0	96	90	110	-10
CCOC(=O)Nc1nc(C)c(C(=O)N(C)C)s1	114	111	1	1	107	117	105	-1
COc1ccc(CN(CC(=O)NC2CCCC2)C(=O)c2ccc(-c3ccccc3)[nH]2)cc1	96	95	1	0	95	84	96	6
CCOc1ccc(NC(=O)c2cn(CC(C)C)c(=O)c3c2c2ccccc2n3C)cc1	98	100	-1	1	102	93	105	9
O=C(CSc1nnc(NC(=O)c2ccc3c(c2)OCO3)s1)NCc1ccco1	?	47*[may fluoresce violet]	82*	-2	?	77[may fluoresce violet]	283*[may fluoresce violet]	-8
CCOC(=O)c1c(C)[nH]c(C)c1S(=O)(=O)N(C)CC(=O)Nc1ccccc1OC	71	83	35	3	82	81	80	-1
Cc1cccc(NC(=O)Nc2cc(C)on2)c1	?	14*[may fluoresce violet]	17	9	?	?	242*[may fluoresce violet]	-9
Cc1cccc(NC(=S)N/N=C2/CCCCc3ccccc32)c1	91	95	16	-11	87	114	97	-3
CCCCC(NC(=O)Cc1c(C)c2cc3c4c(oc3c(C)c2oc1=O)CCCC4)C(=O)O (configuration not stated)	101	104	2	4	104	92	105	7
CC1CN(Cc2ccccc2)c2nc3c(c(=O)[nH]c(=O)n3C)n2C1 (configuration not stated)	98	92	-1	1	92	93	92	7
CCc1ccc(-c2cnc3ccccc3n2)cc1NC(=O)CNC(=O)c1ccccc1	99	97	21	2	100	96	98	7
Cc1c(Cl)cccc1NC(=O)CN1CCN(CCN=CC2=C(O)CC(c3ccccc3)CC2=O)CC1 (configuration not stated)	98	99	3	0	92	97	99	16
Cc1ccc2cccc(OCC(=O)N(C)CC(=O)Nc3ccc(F)cc3)c2n1	102	96	1	8	97	101	99	11
COc1ccccc1OCC(O)Cn1c(=N)n(CCN2CCCCC2)c2ccccc21 (configuration not stated)	106	102	6	3	102	101	103	10
Cc1ccc(Nc2nc(-c3ccc(S(=O)(=O)N4CCOCC4)cc3)cs2)cc1Cl	100	103	28	1	105	92	106	2
CC1CCCCC1NC(=O)CN1C(=O)NC(C)(c2cc(F)ccc2F)C1=O (configuration not stated)	95	97	-1	-3	95	108	100	4
COc1ccc2c(C(=O)c3ccc(C)cc3)n(CCC(N)=O)[n+]([O-])c2c1	88	98	18	1	76	105	96	-8
COc1cc2c(cc1OC)C(c1ccc(C(F)(F)F)cc1)CC(=O)N2 (configuration not stated)	103	101	54*	8	101	99	104	-3
COc1ccc(C(=O)/C=C/Nc2ccc(S(=O)(=O)Nc3onc(C)c3C)cc2)cc1	91	98	5	-2	95	85	96	-5
CN1CCC(=NNC(=O)c2cn(-c3ccccc3)nc2-c2ccccc2)CC1	103	106	5	-2	104	99	100	2
O=C(CSc1nc2sc3c(c2c(=O)n1-c1ccccc1)CCCC3)N/N=C/c1ccccc1C(=O)O	101	102	0	5	102	90	101	6
CCOCCCNCc1cc(Br)ccc1OCC	114	109	0	3	101	107	124	10
CC1(c2ccccc2Br)NC(=O)N(CC(=O)N2CCc3ccccc3C2)C1=O (configuration not stated)	95	92	0	8	84	97	92	4
C=CCn1c(SCc2ccc(C(=O)O)cc2)nc2sc(C)c(C)c2c1=O	106	100	0	0	95	108	102	2
CS(=O)(=O)N(CC(=O)N1CCN(Cc2ccc3c(c2)OCO3)CC1)Cc1ccc(Cl)cc1	97	98	-3	0	96	96	99	1
Cc1ccc(/C=C2\SC(=S)N(CCC(=O)NNC(=O)c3ccccc3O)C2=O)cc1	106	107	-1	3	107	92	99	-4
COc1ccc(-c2[nH]c(-c3ccccc3)nc2SCC(=O)Nc2nccs2)cc1	99	102	109*	4	113	100	98	1
O=C(O)C1C2C=CC(O2)C1C(=O)NCc1ccc(Cl)cc1 (configuration not stated)	101	94	-1	-16	101	98	99	-10
CCCN1C(=O)c2cccc3c(N4CCCCC4)ccc(c23)C1=O	94	98	0	-5	79	98	100	1
COc1cc(OC)cc(C(=O)NC(C(=O)OCn2nnc3ccccc3c2=O)C(C)C)c1 (configuration not stated)	100	99	1	0	99	104	97	-2
Cc1cc2nc(=O)c(/C=C3\C=Nc4ccccc43)c(N)n2o1	115	103	-3	-8	109	117	99	-10
COc1ccccc1N1CCN(C(=O)C(C)CS(=O)(=O)c2ccc3c(c2)NC(=O)CS3)CC1 (configuration not stated)	102	101	2	2	102	102	106	1
Cn1cccc1/C=C(\C#N)C(N)=S	·	103	6	0	·	·	103	-12
O=C(Nc1ncc([N+](=O)[O-])s1)c1ccco1	99	99	5	2	97	104	107	-9
Cc1nn(Cc2cccc(C(=O)NCC(C)C)c2)c(C)c1Br	97	94	-2	-3	98	108	99	5
CCN(CC)CCCN(C(=O)c1ccc(OC)cc1)c1nc(-c2ccc(OC)cc2)cs1	103	106	0	-14	105	102	116	-16
Cc1ccc(N2C(=O)C(Cl)=C(N3CCCCCC3)C2=O)cc1	99	101	4	-3	106	97	106	2
Cc1ccc(Nc2ccc3nonc3c2[N+](=O)[O-])cc1	94	101	-1	-3	93	101	99	7
COc1ccc(NCc2nnc(SCC(=O)N3CCCc4ccccc43)o2)cc1	·	98	2	-6	103	102	99	5
Cc1cc(C)c(C)c(S(=O)(=O)N2CCN(C(=S)NCC3CCCO3)CC2)c1C (configuration not stated)	96	89	2	1	85	103	84	-1
CC1CCCC(C)N1C(=O)CSc1nnc(-c2ccco2)n1C (configuration not stated)	104	101	1	-3	99	116	103	8
COC(=O)c1ccc(S(=O)(=O)N2Cc3ccccc3C2)cc1	110	94	-2	1	96	107	97	-1
CC(=O)c1c(C)[nH]c(C(=O)Nc2ccccn2)c1C	103	96	71*	7	89	100	101	-5
Oc1ccccc1-c1csc(-c2ccccc2)n1	99	96	69*	-1	99	100	99	-2

Among those listed so far, eight have fluorine.
SMILES	AGP1-GFP MLPCN	RPL19A-GFP yeast	AHR act	procasp3 activ	CIT2 TOR yeast	LAP4 TOR yeast	MEP2-GFP yeast	procasp7 counter
O=C(NNC(=O)C(Cl)Cl)c1cnn(-c2ccccc2)c1C(F)(F)F	114	100	2	0	106	120	100	-6
Cc1cc(C(=O)CSc2nc(N)cc(N)n2)c(C)n1-c1cccc(F)c1	102	100	-1	-8	96	97	105	-3
Cc1ccc2cccc(S(=O)(=O)N3CCN(c4ccccc4F)CC3)c2n1	94	94	5	-1	95	110	101	-8
O=C(NCc1cccc(F)c1)C1CCC(=O)N(C2CC2)C1 (configuration not stated)	104	103	0	9	109	99	100	-10
CCOC(=O)c1cc(C#N)c(Oc2ccc(F)cc2)nc1-c1ccccc1	77	95	11	0	96	90	110	-10
Cc1ccc2cccc(OCC(=O)N(C)CC(=O)Nc3ccc(F)cc3)c2n1	102	96	1	8	97	101	99	11
CC1CCCCC1NC(=O)CN1C(=O)NC(C)(c2cc(F)ccc2F)C1=O (configuration not stated)	95	97	-1	-3	95	108	100	4
COc1cc2c(cc1OC)C(c1ccc(C(F)(F)F)cc1)CC(=O)N2 (configuration not stated)	103	101	54*	8	101	99	104	-3
